Compound activity from PubChem.
N370S GC – qHTS Assay for Inhibitors and Activators of N370S glucocerebrosidase as a Potential Chaperone Treatment of Gaucher Disease | Lysosomal acid glucosylceramidase (Homo sapiens), P04062 | N370S GC spleen homogenate, 4MU-glucoside fluorescence | Potency, µM (series often up to 59.4 µM), inactives show at the highest dose activity change, negative = inhibition, actives largely listed as inhibitors | 0.092% of 330,000 active | AID 2101, 2009;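 note: 0% = full enzyme activity and -100% = no enzyme basal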
FEN1 inhibitor – qHTS Assay for the Inhibitors of Human Flap endonuclease 1 (FEN1); P39748; Recombinant FEN1 flap cleavage, fluorescence, 15 min; Potency, µM (top dose mostly 114 µM), for the others: top-dose activity change, negative = inhibition, usual class: inhibitors; 0.35% of 390,000 active; note: nearly all actives have a fitted effect of over 65% in size
Target sequence (P39748 whole entry, looked up): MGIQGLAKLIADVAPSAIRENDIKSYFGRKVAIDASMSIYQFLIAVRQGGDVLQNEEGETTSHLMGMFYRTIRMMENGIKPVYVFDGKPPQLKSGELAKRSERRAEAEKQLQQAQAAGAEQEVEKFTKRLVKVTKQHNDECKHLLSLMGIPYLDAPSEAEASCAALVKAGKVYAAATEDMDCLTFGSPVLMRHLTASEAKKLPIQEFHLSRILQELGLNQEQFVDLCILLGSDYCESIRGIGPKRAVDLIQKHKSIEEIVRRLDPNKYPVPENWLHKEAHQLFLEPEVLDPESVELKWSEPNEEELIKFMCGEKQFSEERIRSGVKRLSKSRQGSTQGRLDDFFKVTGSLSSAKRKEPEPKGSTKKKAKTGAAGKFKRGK
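FEN1 at 10 nM preincubated with compounds 15 min at room temperature, then flap DNA substrate added at 50 nM final. Signal read at 0 and 15 min; concentration-response fitted with four-parameter Hill equation.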
DT40 TDP1 CPT – qHTS for Inhibitors of human tyrosyl-DNA phosphodiesterase 1 (TDP1): qHTS in cells in presence of CPT; chicken DT40 Tdp1-/-;hTDP1 cells + 20 nM CPT, ATP luminescence, 48 h; Potency, µM (series often up to 46.2 µM), without a hit: top-dose activity change, negative = growth inhibition, hits mostly inhibitors; 12% of 420,000 active; note: nearly all actives have a fitted effect of over 55% in size
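Cell growth measured by CellTiter-Glo luminescence after a minimum 48 h, 37 C compound exposure with 20 nM CPT in Tdp1-knockout DT40 cells stably expressing hTDP1, seeded 400/well; qHTS titration format.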
The depositor's hits bear a star; ? = inconclusive; / = not tested or not shown; [ ] = remark or other dose. Calls come from the whole dose curve; as a rule, active = well fitted curve in the direction sought with a large enough effect; inconclusive = small, poorly fitted or top-dose-only effect, or another doubt; inactive = no such curve, though single readings can be large; an effect the other way counts as inactive or inconclusive. Unless noted, % is set by controls: 0 for no effect and ±100 for the full control effect; potency is the fitted concentration of half-maximal effect. Only part of the results is shown; rates above refer to the full screens.

canonical_smiles	N370S GC	FEN1 inhibitor	DT40 TDP1 CPT
Cn1c(=O)oc2ccccc2c1=O	/	3.2%	0.8%
O=C(COC(=O)c1ccccc1Cc1ccccc1)Nc1ccc(SC(F)F)cc1	?	-13.4%	?
CN(Cc1ccccc1)C(=O)c1nc[nH]c1C(=O)N1CCN(C(=O)OC(C)(C)C)CC1	/	1.6%	-13.7%
O=C(NC1CCCC1)C1CCN(C(=O)c2ccc(Cl)cc2Cl)CC1	2.8%	14.5%	7.2%
CCCCCC(=O)Nc1cc(S(=O)(=O)O)cc2cc(S(=O)(=O)O)cc(O)c12	/	10µM*	2.4%
COc1ccccc1CNC(=O)CCc1c(C)nn(-c2ccc(N3CCCC3)nn2)c1C	/	3.7%	?
COc1ccccc1CNC(=O)c1ccc(C)s1	4.3%	-12.2%	-2.5%
Cc1ccc2c(c1)nnn2C1CCN(CC(=O)NCCc2ccccc2)CC1	4.2%	-5.9%	?
COc1ccccc1NC(=O)C(C)N1C(=O)c2ccccc2C1=O (stereo not drawn)	0.4%	-14.0%	12.6%
CC(=O)Nc1ccc(S(=O)(=O)N(C)CC(=O)N(C)Cc2sccc2C)cc1	/	3.6%	-5.6%
CCOc1ccc(OCCCC(=O)N(C)CC(=O)Nc2ccccc2Br)cc1	/	8.8%	?
COc1ccc(NC(=O)C2C3CCC(O3)C2C(=O)O)c(C)c1 (stereo not drawn)	-3.4%	-2.4%	-19.5%

Three compounds from above, sorted by molar mass, low to high:
canonical_smiles	N370S GC	FEN1 inhibitor	DT40 TDP1 CPT
COc1ccc(NC(=O)C2C3CCC(O3)C2C(=O)O)c(C)c1 (stereo not drawn)	-3.4%	-2.4%	-19.5%
Cc1ccc2c(c1)nnn2C1CCN(CC(=O)NCCc2ccccc2)CC1	4.2%	-5.9%	?
CCOc1ccc(OCCCC(=O)N(C)CC(=O)Nc2ccccc2Br)cc1	/	8.8%	?

Remaining list, next part:
canonical_smiles	N370S GC	FEN1 inhibitor	DT40 TDP1 CPT
N#Cc1cccc(-c2nc3cnc(N4CCNCC4)nc3n(C3CC3)c2=O)c1	15.0%	/	5.17µM*
CCOc1ccc(-n2cc(C(=O)NC(C)C)c3cc(OC)c(OC)cc3c2=O)cc1	0.4%	3.2%	?
O=C(/C=C/c1ccccc1[N+](=O)[O-])c1ccccc1Br	?	-13.2%	20.6µM*
CC(C)Oc1cccc(NC(=O)C2CCN(S(=O)(=O)Cc3ccccc3)CC2)c1	/	-6.2%	13µM*
O=[N+]([O-])c1ccc(CN2CCN(c3ccc(F)cc3)CC2)o1	-6.7%	-6.1%	-7.5%
O=C1N(CN2C(=O)C3(OCCO3)c3ccccc32)c2ccccc2C12OCCO2	-6.2%	-1.8%	?
O=C(COC(=O)C1CCC1)Nc1ncc(Cl)cc1Cl	-2.0%	-3.2%	-28.8%
CC1CC=CC2C1C(=O)N(Cc1ccccc1)C2c1ccc(F)c(/C=C/c2ccccc2)c1 (stereo not drawn)	-7.2%	-0.8%	/
Cc1c(C(=O)N2CCCCC2)sc(NC(=O)C2CC2)c1C#N	1.6%	-3.7%	-13.3%
CCOC(=O)C1CCN(C(=O)CN2c3ccc(C(C)C)cc3-c3ccccc3S2(=O)=O)CC1	/	-20.7%	20.6µM*
COC(=O)COc1ccc2oc(=O)cc(C)c2c1	1.7%	7.2%	11.2%
CNc1ccc(Br)cc(C(=O)/C=C/c2cccc(OC)c2)c1=O	11.1%	?	13µM*
CC(C)(C)c1ccc(OCC(=O)NCc2ccco2)c(Br)c1	3.4%	-4.8%	-92.4%
COc1ccc(NC(=O)Cn2c(=O)n(CCC(=O)NCc3ccccc3OC)c(=O)c3ccccc32)cc1Cl	/	8.8%	-29.8%
COC(=O)Nc1ccc(C)cc1NC(=O)OC	-14.2%	5.8%	7.8%
O=C(CN1CCOc2ccccc21)NC1CCCCCCC1	/	8.4%	?
COc1ccc(OC)c(/C=N/NC(=O)c2csc3ccccc23)c1	3.8%	-16.3%	-22.1%
O=C(NC1CCN(S(=O)(=O)c2ccc(F)cc2)CC1)c1ccc(F)cc1	8.3%	-8.6%	-0.8%
COc1cc(OC)cc(C(=O)NCC(=O)OCC(=O)N2CCc3ccccc32)c1	12.5%	-6.2%	?
CCc1ccc(/C=C2\SC(=S)N(CCCC(=O)Nc3ccccn3)C2=O)cc1	-2.1%	1.7%	?
CN(C)S(=O)(=O)c1cccc(NC(=O)COC(=O)c2ccc(Br)o2)c1	3.4%	?	-22.5%
Nc1nonc1-n1nnc(C(=O)N/N=C/c2cccc(Cl)c2)c1-c1cccs1	-3.2%	-21.4%	-26.5%
c1ccc(N(c2ccccc2)c2nc(-n3ccnc3)nc(-n3ccnc3)n2)cc1	17.4%	4.0%	?
COc1ccc(C2c3c(-c4cc(Cl)c(C)cc4O)n[nH]c3C(=O)N2Cc2cccnc2)cc1OC (stereo not drawn)	-21.9%	-17.1%	-19.2%
CCc1ccc(-c2[nH]c3c(c2-c2sc(C)c(C(=O)OC)c2O)c(=O)[nH]c(=O)n3C)cc1	/	18.5%	7.31µM*
Cc1cccc(N2CCN(C(=O)C3CCN(S(=O)(=O)c4ccc5c(c4)oc(=O)n5C)CC3)CC2)c1C	/	-7.6%	4.61µM*
O=C(N/N=C/c1ccc(OC(F)F)cc1)c1ccc(Br)cc1	7.7%	0.1%	-3.7%
Cc1ccc(C)c(NC(=O)Cn2nnc(C(=O)Nc3c(C)cccc3C)c2N)c1	-10.3%	-14.1%	-6.0%
COCCCNCCOc1ccc(C)cc1[N+](=O)[O-]	2.5%	1.9%	-7.2%
OCC1CCCN(C(=S)Nc2ccc(Nc3ccccc3)cc2)C1 (stereo not drawn)	-5.8%	4.5%	-5.7%
CCOC(=O)CCn1c(=O)c2cccn2c2cccnc21	/	-4.9%	-2.4%
COc1ccc(CCC(=O)OCC(=O)Nc2sccc2C(N)=O)cc1OC	/	9.2%	?
Cc1ccc(N2CC(C(=O)Nc3nnc(SCC(=O)NCC4CCCO4)s3)CC2=O)cc1C (stereo not drawn)	0.8%	-1.7%	-8.0%
Cc1cccc(N2CCN(C(=O)COc3ccc4ccc(=O)oc4c3)CC2)c1C	4.7%	2.7%	?
CCCCn1c(N)c(N(CC(C)C)C(=O)CSCC(=O)Nc2ccc(C)cc2)c(=O)[nH]c1=O	/	0.8%	-5.7%
CCOC(=O)C1CCN(C(=O)c2ccc3c(c2)NC(=O)/C(=C/c2ccccc2)S3)CC1	-2.8%	-22.7%	?
COCC(=O)Nc1c(I)c(C(=O)NCC(O)CO)c(I)c(C(=O)N(C)CC(O)CO)c1I (stereo not drawn)	/	-0.1%	-27.0%
O=C(NC(Cc1ccccc1)C(=O)O)/C(=C/c1ccc([N+](=O)[O-])cc1)NC(=O)c1ccco1 (stereo not drawn)	-8.4%	12.3%	1.4%
CC(=O)NC(c1ccc([N+](=O)[O-])cc1)c1c(O)ccc2ccccc12 (stereo not drawn)	-5.8%	-10.8%	-28.6%
C/C(NC(=O)c1cccc(F)c1)=C1/C(=O)C[C@@H]2[C@H]1C2(C)C	?	-8.5%	-13.1%
C=C/C(C)=C/CC1C(=C)CCC2C(C)(C(=O)O)CCCC12C (stereo not drawn)	-10.8%	?	5.5%
CC1Cc2ccccc2N1C(=O)CO/N=C/c1ccccc1OC(F)F (stereo not drawn)	6.8%	-2.0%	?
Cc1nn(CC(=O)NCCCN2CC(C)CC(C)C2)c(=O)c2cccn12 (stereo not drawn)	-2.8%	19.1%	-1.8%
CCOC(=O)c1c(N)sc(C(=O)Nc2ccc3c(c2)OCO3)c1C	-25.3%	3.3%	-26.2%
COCCN(CC(=O)Nc1cccc(C)c1C)C(=O)C1CCN(S(=O)(=O)c2ccccc2)CC1	/	-0.8%	?
CSc1ncc(C(=O)Nc2cccc(S(N)(=O)=O)c2)n1-c1ccccc1	-13.7%	-9.4%	3.7%
O=S(=O)(NN=C1CCCCCC1)c1ccccc1	-14.3%	-1.5%	-7.2%
Fc1ccc(/C=N/Nc2nn[nH]n2)cc1	-7.5%	-11.6%	0.9%
c1ccc(-n2c(-c3ccco3)nnc2N2CCOCC2)cc1	-8.8%	-0.8%	-25.4%
COc1ccc(N(CC(=O)NCC2CCCO2)S(=O)(=O)c2ccc(C)cc2)cc1OC (stereo not drawn)	1.5%	0.1%	-3.1%
O=C1CN(C(=O)CSc2nnnn2C2CC2)c2ccccc2N1	/	21.9%	-1.1%
CC(=O)N1c2ccccc2-c2nc3ccccc3n2C1C (stereo not drawn)	-4.0%	2.5%	1.0%
Cn1cnc2c(N3CCCCC3)nccc21	-1.3%	-0.9%	-6.8%
COC(=O)c1cc(S(=O)(=O)N2CCCC2=O)c(Cl)cc1Cl	-2.5%	-7.6%	1.6%
O=C(N/N=C/c1cn(-c2ccccc2)nc1-c1cccnc1)c1ccc(F)cc1	13.9%	-11.8%	?
Cn1cccc1C(=O)NCc1ccccn1	-1.5%	-3.2%	9.6%
CC(NC(=O)Cc1ccc(NC2=NC3CS(=O)(=O)CC3S2)cc1)c1ccccc1 (stereo not drawn)	-1.4%	-20.4%	-2.0%
COc1ccc(CN(CC(=O)NC2CCCC2)C(=O)CCC(=O)Nc2nccs2)cc1	?	-0.2%	3.7%
Cc1[nH]n(-c2cccc3ccccc23)c(=O)c1/C=N/NC(=O)c1cccc([N+](=O)[O-])c1	?	-6.2%	2.06µM*
C/C(=N/NC(=O)c1ccccn1)c1ccc(O)cc1	0.2%	55.3%[activator]	-1.5%

One compound at a time (already shown). Screens in order: N370S GC, FEN1 inhibitor, DT40 TDP1 CPT
Entry for `Cc1[nH]n(-c2cccc3ccccc23)c(=O)c1/C=N/NC(=O)c1cccc([N+](=O)[O-])c1` = ?, -6.2%, 2.06µM*
Entry for `Cn1cnc2c(N3CCCCC3)nccc21` = -1.3%, -0.9%, -6.8%
Entry for `C/C(=N/NC(=O)c1ccccn1)c1ccc(O)cc1` = 0.2%, 55.3%[activator], -1.5%

(next part)
canonical_smiles	N370S GC	FEN1 inhibitor	DT40 TDP1 CPT
COc1cc(SC)ccc1C(=O)N1CCn2c3c(c4cc(C)ccc42)CCCC31 (stereo not drawn)	/	2.2%	-2.5%
CCc1nnc2sc(-c3cc(-c4ccccc4)nc4ccccc34)nn12	0.8%	6.0%	35.5µM*
CC(=O)c1cccc(Nc2nc(-c3cccc(C)c3)nc3ccccc23)c1	/	-24.1%	20.6µM*
O=c1[nH]c(/C=C/c2ccccn2)nc2ccccc12	-13.8%	13.3%	?
COc1ccc(S(=O)(=O)N2Cc3ccccc3CC2C(=O)O)cc1OC (stereo not drawn)	-4.4%	0.0%	3.0%
CCC(=O)Oc1ccc(/C(CC)=C(\CC)c2ccc(OC(=O)CC)cc2)cc1	6.9%	-5.6%	-24.5%
CCNC(=S)Nc1ccc(Cc2nc3ccccc3[nH]2)cc1	-7.8%	-12.6%	4.4%
C=CCC1NS(=O)(=O)OC(CCCC)C1O (stereo not drawn)	-1.1%	-4.7%	-0.1%
CN(Cc1nc2ccccc2c(=O)[nH]1)C(=O)c1cccc(S(=O)(=O)N2CCc3ccccc32)c1	/	7.5%	?
CC(C)Sc1nnc(CNC(=O)C23CC4CC(CC(C4)C2)C3)n1Cc1ccccc1	2.4%	-3.5%	?
COc1ccc(N2C(=O)c3ccc(C(=O)OC(C)C)cc3C2=O)cc1	3.2%	0.4%	6.51µM*
CN(C)C(=O)c1cc(Cl)ccc1Sc1cc(Cl)ccc1Cl	5.8%	3.6%	-20.9%

Some values from the results shown:
COc1ccc(N2C(=O)c3ccc(C(=O)OC(C)C)cc3C2=O)cc1 | FEN1 inhibitor: 0.4%
CCNC(=S)Nc1ccc(Cc2nc3ccccc3[nH]2)cc1 | DT40 TDP1 CPT: 4.4%
CC(C)Sc1nnc(CNC(=O)C23CC4CC(CC(C4)C2)C3)n1Cc1ccccc1 | N370S GC: 2.4%
CN(C)C(=O)c1cc(Cl)ccc1Sc1cc(Cl)ccc1Cl | FEN1 inhibitor: 3.6%
COc1cc(SC)ccc1C(=O)N1CCn2c3c(c4cc(C)ccc42)CCCC31 (stereo not drawn) | FEN1 inhibitor: 2.2%

The results go on:
canonical_smiles	N370S GC	FEN1 inhibitor	DT40 TDP1 CPT
C#CCOCCOCCOCCNc1nc(N2CCN(C(=O)[C@H](CCCN=C(N)N)n3cc(C(N)[C@@H](C)CC)nn3)CC2)nc(N2CCN(C(=O)[C@H](CCCCN)n3cc([C@@H](N)CC(N)=O)nn3)CC2)n1 (stereo partly drawn)	/	-9.1%	-1.9%
Cc1ccc(-c2nnn(CC(=O)N(c3ccccc3F)C(C(=O)NC3CCCC3)c3ccco3)n2)o1 (stereo not drawn)	5.2%	11.8%	29.1µM*
Clc1ccc(C[n+]2csc3ccccc32)cc1	6.3%	-3.0%	0.411µM*
O=C(CCCN1C(=O)c2ccccc2C1=O)Nc1ccc2c(c1)OCCO2	-1.0%	5.0%	5.2%
